Bioassay records as filed in PubChem.
mHTT CaM bind – inhibitors of human mutant huntingtin-calmodulin interaction; inhibition, % at 15 µM; 190,000 tested, 3.6% active; P42858; AlphaScreen His-mHTT/GST-CaM binding, luminescence;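 also: 0% = both proteins with DMSO and 100% = one protein alone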
Pf apPOL inh – Pf-apPOL DNA polymerase inhibition; inhibition, % at 10 µM; Recombinant Pf-apPOL, molecular beacon fluorescence, 1.5 h; 210,000 tested, 0.25% active
* hit, by the source's call; i = inactive; . = not tested or not shown; & = joins results of further samples. Rule as the data show it: active = inhibition above about 50%; inactive = the rest.

The line under a structure holds: mHTT CaM bind	Pf apPOL inh
> COc1ccc(CNC(=O)c2nc(C)n(C3CCN(C(C)=O)CC3)c2C)c(OC)c1
→ 8	-4
> CCCCN(C)S(=O)(=O)c1cc(Br)cc2c1N(C(=O)C1CC1)CC2
→ -5	2
> O=C(c1c(F)cccc1Cl)N1CCN(c2ccc([N+](=O)[O-])cc2)CC1
→ -4	2
> CCC(C)C1=CC(=Nc2c(C)n(C)n(-c3ccccc3)c2=O)C=C(C(C)CC)C1=O (centres undefined)
→ 29	-2&0
> Cc1ccnc(NS(=O)(=O)c2ccc(NC(=O)C3C4C=CC(C4)C3C(=O)O)cc2)n1 (centres undefined)
→ -4	-2
> c1ccc(-n2ncc3c(NCCCn4ccnc4)nnnc32)cc1
→ 1	13
> Cc1ccc(-c2csc(/C(C#N)=C/c3ccco3)n2)cc1
→ -10	53*
> N#CCC(=O)NCc1ccco1
→ .	7
> Cc1nn(C)cc1CN(C)C(=O)c1cc2cn(C3CC3)cc2s1
→ 9	0
> Cc1nn(-c2ccccc2)c2sc(C(=O)Nc3ccccc3C(N)=O)cc12
→ 2	-3
> Cc1ccc(NC(=O)c2cccc(-c3cnc(N4CCCCC4)nc3)c2)cc1
→ -4	1
> O=C(CCC(=O)c1ccc(F)cc1)Nc1ccccc1F
→ 2	1
> CCNC(=O)c1cc2cc(C)ccc2[nH]1
→ 2	2
> O=C(Nc1ccc(Br)cc1F)c1ccc(-n2ccnc2)nn1
→ -7	-6
> CCC(=O)N1CCN(c2nc(C3CC3)nc(C)c2Cc2ccccc2F)CC1
→ 35	2

Single records (already shown):
COc1ccc(CNC(=O)c2nc(C)n(C3CCN(C(C)=O)CC3)c2C)c(OC)c1 is listed with mHTT CaM bind: 8; Pf apPOL inh: -4
Cc1nn(C)cc1CN(C)C(=O)c1cc2cn(C3CC3)cc2s1 is listed with mHTT CaM bind: 9; Pf apPOL inh: 0
O=C(c1c(F)cccc1Cl)N1CCN(c2ccc([N+](=O)[O-])cc2)CC1 is listed with mHTT CaM bind: -4; Pf apPOL inh: 2

Later entries:
The line under a structure holds: mHTT CaM bind	Pf apPOL inh
> O=C(CS(=O)(=O)c1ccccc1)N1CCN(c2nc3c(Cl)cccc3s2)CC1
→ 18	-11
> COc1cc(OC)cc(C(=O)Oc2cc(C)c3c(c2)OC(=Cc2cccnc2)C3=O)c1
→ -2	-2
> CC(=O)NCc1csc(C2CCN(C(=O)c3ccccc3C)CC2)n1
→ -6	-5
> CC(Oc1ccccc1)C(=O)N1CCN(c2ccc([N+](=O)[O-])cc2)CC1 (centres undefined)
→ 1	-9
> CCn1nccc1C(=O)N1CCCC(c2nc(-c3ccccc3)n[nH]2)C1 (centres undefined)
→ -2	-3
> O=C(NC1CC1)C1CCCN(c2ncc(-c3ccc(F)cc3)cn2)C1 (centres undefined)
→ -6	-5
> Cc1c(C(=O)NCCCN2CCCC2=O)oc2ccc(S(=O)(=O)N3CCOCC3)cc12
→ 6	16
> O=C(Nc1ccc(-c2nc3ncccc3o2)cc1)c1ccc(Br)cc1
→ -3	-4
> CCOC(=O)CNC(=O)C1CCCc2c1[nH]c1ccc(Cl)cc21 (centres undefined)
→ 100*	1
> Cc1ccc(NC(=O)c2cnn3c2CCCC3)c(C)c1
→ -6	-2
> O=C(O)c1ccnn1C(F)F
→ 0	.
> CCCOc1ccc(/C=c2\sc3nc(=O)c(Cc4ccccc4)nn3c2=O)cc1
→ 8	1
> Cc1ccc(NC(=O)Cn2nc3cc(C)nc(N4CCCC4)n3c2=O)cc1
→ -1	5
> COc1ccc2nc(N3CC(C(=O)NCCc4c[nH]c5ccccc45)C3)sc2c1
→ 17	-11
> COc1ccccc1C(=O)NCCn1cc(SCC(=O)Nc2ccc(F)cc2)c2ccccc21
→ 3	2

Structures listed so far that contain a nitro group on carbon, in the order listed:
The line under a structure holds: mHTT CaM bind	Pf apPOL inh
> O=C(c1c(F)cccc1Cl)N1CCN(c2ccc([N+](=O)[O-])cc2)CC1
→ -4	2
> CC(Oc1ccccc1)C(=O)N1CCN(c2ccc([N+](=O)[O-])cc2)CC1 (centres undefined)
→ 1	-9

(cont.)
The line under a structure holds: mHTT CaM bind	Pf apPOL inh
> Clc1ccc2sc(N3CCCC3)nc2c1
→ .	-12
> O=C1CC(c2ccc(F)cc2)Sc2nc(-c3ccccc3)nn21 (centres undefined)
→ -4	-4
> CCc1ccc(S(=O)(=O)N2CCSC2c2ccccc2)cc1 (centres undefined)
→ -70	0
> COc1ccc(C2CC(=O)C3=C(C2)Nc2ccccc2NC3c2ccc(C)cc2)cc1OC (centres undefined)
→ 33	-4
> CCCn1c2ccccc2c2nnc(SCC(=O)Nc3ccc(F)c(F)c3)nc21
→ -2	0
> CC(C=NOC(=O)c1c(F)cccc1F)=NNc1c(Cl)cc(Cl)cc1Cl
→ .	-4
> COc1ccc(-c2sc3ccccc3c2-c2ccc(SC)cc2)cc1
→ -8	-2
> Cc1cc(Br)ccc1NC(=O)c1c(-c2c(Cl)cccc2Cl)noc1C
→ -13	-5
> Cc1ccc(NC(=O)Cn2ccc3c(=O)[nH]ccc32)cc1
→ 32	43
> COc1cc(OC(C)=O)c(-c2cc(OC(C)=O)c(OC)cc2OC(C)=O)cc1OC(C)=O
→ .	1
> Cc1nnc(NC(=O)c2ccc([N+](=O)[O-])cc2Cl)s1
→ 0	3
> O=C(Nc1nccs1)Nc1ccccc1Br
→ -2	5
> COc1ccc(CO/N=C(\N)c2nonc2N)cc1[N+](=O)[O-]
→ i	-4&0
> COc1ccc(OC)c(S(=O)(=O)n2nnc3ccccc32)c1
→ 100*	-4
> COc1ccccc1-c1nc(C(=O)NCc2ccc(F)cc2)cs1
→ 41	-13

A second format for part of the listing above.
> COc1ccccc1-c1nc(C(=O)NCc2ccc(F)cc2)cs1
- mHTT CaM bind = 41
- Pf apPOL inh = -13
> Clc1ccc2sc(N3CCCC3)nc2c1
- mHTT CaM bind = .
- Pf apPOL inh = -12
> COc1ccc(CO/N=C(\N)c2nonc2N)cc1[N+](=O)[O-]
- mHTT CaM bind = i
- Pf apPOL inh = -4&0
> O=C1CC(c2ccc(F)cc2)Sc2nc(-c3ccccc3)nn21 (centres undefined)
- mHTT CaM bind = -4
- Pf apPOL inh = -4

Following part
The line under a structure holds: mHTT CaM bind	Pf apPOL inh
> Cn1c(=O)c2c(nc(Sc3ncnn3CC(=O)NC3CCCCC3)n2C)n(C)c1=O
→ 2	-1
> CCC12CN3CC(CC)(CN(C1)C3c1ccc(O)cc1O)C2=O (centres undefined)
→ 2	-8
> O=S1(=O)CC(N2CCN(CC3CC3)CC2)CN1CCc1ccccc1 (centres undefined)
→ 3	1
> COc1ccc(C2Cn3cnc(-c4nc(-c5ccsc5)no4)c3CO2)cc1 (centres undefined)
→ 18	-6
> CCOC(=O)COc1ccc2c(c1)OC(=Cc1cc(Br)cc3c1OCOC3)C2=O
→ 5	-6
> O=C(Nc1cccc(F)c1)N1CCc2nc(-c3ccc(F)cc3)ncc2C1
→ -8	-4
> CC(=O)N1CCc2sc(C(=O)NCc3ccccc3Br)cc2C1
→ 30	3
> Cc1ccccc1C(=O)NCc1ccc2c(c1)ncn2C(C)C
→ -1	-2
> Cc1cc(C)c(C2C3CCC=C3C(C#N)=C(N)C2(C#N)C#N)c(C)c1 (centres undefined)
→ 41	.
> CCc1c(C)oc2cc3ccccc3c-2c1C
→ .	-3
> C=CCc1cc(OC)ccc1OCCNCCO
→ 2	-7
> COc1ccc(-n2nc3c(c2NC(=O)CC(C)C)CSC3)cc1
→ 32	-2
> O=C(Nc1ccc(Cl)cn1)c1ccc(OCc2ccccc2)cc1
→ -1	-7
> COc1cccc(C(=O)COC(=O)c2cc3cccc(OC)c3oc2=O)c1
→ 8	-11
> O=C(NCCCn1nc(-c2ccc(F)cc2)ccc1=O)c1cccc(-n2cnnn2)c1
→ -13	-10
> CC(=O)Nc1ccc(NC(=O)C2CCN(c3ncnc4c3nc3n4CCCCC3)CC2)cn1
→ 1	0
> O=C(NCc1ccc(F)cc1)c1ccc(Cn2cc([N+](=O)[O-])cn2)o1
→ 2	-9
> Cc1cc(NC(=O)CSc2nc3ccsc3c(=O)n2-c2ccc(C(=O)O)cc2)n[nH]1
→ 12	-7
> O=C(Nc1ccc(-c2nc3ccccc3s2)c(O)c1)c1ccc(Cl)cc1Cl
→ -2	5
> Cc1cccc(CN2CCCn3nc(C(=O)N4CCC5(CC4)OCCO5)cc3C2=O)c1
→ 6	0
> COc1ccc(CCNc2nc(SCC#N)nc3ccccc23)cc1OC
→ 9	-2
> Cc1ccc(C)c(NC(=O)c2cc(C)n3nc(C)cc3n2)c1
→ -5	-1
> CN(CCCNC(=O)C1CC2CCCN2C12C(=O)Nc1ccccc12)C1CCCCC1 (centres undefined)
→ 0	-4
> CCOc1ccc(-n2c(SCC(=O)Nc3cc(C)cc(C)c3)nc3c(c2=O)SCC3)cc1
→ 2	-3
> COc1ccc(CNC(=O)c2ccc(NC(C)=O)cc2N2CCCCC2)cc1
→ -4	2
> COc1cccc(Oc2c(C)oc3c(CN4CCCCC4)c(O)ccc3c2=O)c1
→ 0	4
> COc1ccccc1/C=C1\N=C(c2ccc(Br)cc2)OC1=O
→ -2	-2
> O=S(=O)(c1cccc2cccnc12)N1CCCn2nc(-c3cccs3)cc2C1
→ 8	-2
> CC1C(=O)N(c2ccc(F)c(Cl)c2)CCN1C(=O)CC(C)(C)C (centres undefined)
→ -2	-2
> CCOc1ccc(S(=O)(=O)Nc2ccc(OC(F)(F)F)cc2)c2cccnc12
→ 0	-4
> O=C1C(=Cc2ccncc2)Oc2c1ccc(O)c2CN1CCCCC1
→ -2	1
> CC1CCN(C(=O)C(C2CCCC2)N2CCN(C(=O)Nc3ccccc3)CC2)CC1 (centres undefined)
→ -3	-4
> Cn1c(=O)c2c(ncn2CC(=O)Nc2ccc(S(=O)(=O)Nc3nccs3)cc2)n(C)c1=O
→ -5	-7
> COc1ccc(CN2CCN(c3ccccn3)CC2)c(OC)c1C
→ -4	39
> CCSc1nnc(NS(=O)(=O)c2ccc(OC)cc2)s1
→ 1	-2
> CCOc1nccnc1NC1CCN(C(=O)c2ccsc2)CC1
→ 0	-6
> Cc1cc(C)nc(Sc2ncnc3sc4c(c23)CCCC4)n1
→ 0	-1
> Cn1c(/C(C#N)=C/c2ccccc2Cl)nc2ccccc21
→ -18	-2
> CC(=O)c1ccc(NC(=O)CN2CCCCC2)cc1
→ -6	-5
> OC(COCC12CC3CC(CC(C3)C1)C2)CN1CCOCC1 (centres undefined)
→ 3	-7
> CCOc1ccc(Nc2oc(-c3ccc(S(=O)(=O)N(C)C)cc3)nc2C#N)cc1
→ 0	-1
> COc1ccc(NC(N)=Nc2nc(C)cc(C)n2)c(OC)c1
→ -2	3
> CN(C)CCC(=O)c1ccc(O)cc1
→ 0	9
> O=C(c1ccc(-c2cccs2)nc1)N1CCN(c2ccc(F)cc2)CC1
→ 0	-1
> Cc1noc(C)c1S(=O)(=O)N1CCN(c2ccccn2)CC1
→ .	-6
> O=C1N(CNc2ccccc2)CCN1CNc1ccccc1
→ 7	-2
> COc1ccc(CCNC(=O)C2CCN(c3nc4ccccc4[nH]3)CC2)cc1OC
→ 28	3
> CCOC(=O)N1CCN(C(=O)CN(Cc2ccccc2)S(=O)(=O)c2ccc(F)cc2)CC1
→ 6	-12
> CC(C)(C)c1ccccc1OCCCCSC#N
→ -132	0
> CCC(C)NC(=O)c1cn2c(n1)COCC2 (centres undefined)
→ 6	-3
> CCc1cccc(C)c1NC(=O)Cn1cnc(-c2noc(-c3cccc(F)c3)n2)c1
→ -6	-6
> CCOc1ccc(Nc2cc(C)nc3ccc(Cl)cc23)cc1
→ 2	-2
> CCCCCC(=O)N1C[C@H](O)[C@@H](n2cc(C3CC3)nn2)C[C@@H]1c1ccc(C)cc1
→ 2	2
> N#Cc1c(-c2cccs2)cc(-c2ccco2)[nH]c1=O
→ .	72*
> O=C1/C(=C/c2cc(Br)cc(Br)c2O)Sc2ccccc21
→ 21	-3
> C#CCOC(=O)Nc1cnc(Sc2ccccc2)c(C(F)(F)F)c1
→ .	0&7
> CCCC(C)C(=O)N(CC)c1ccccc1C (centres undefined)
→ -5	6
> COCCN1C(=O)C(=O)C(=C(O)c2ccccc2)C1c1ccc(I)cc1 (centres undefined)
→ -6	-3
> COc1ncc(C(=O)N2CCN(c3ccccc3F)CC2)cn1
→ -5	1
> CC1CCCN(S(=O)(=O)c2ccc(C(=O)Nc3nc(-c4ccccn4)cs3)cc2)C1 (centres undefined)
→ 100*	-1

(further entries)
The line under a structure holds: mHTT CaM bind	Pf apPOL inh
> CCOC(=O)Cc1ccc(NC(=O)N2CCCC2c2cc(C)on2)cc1 (centres undefined)
→ -3	-5
> CCN1C(=O)c2cccnc2Sc2cc(NC(=O)c3ccccc3Cl)ccc21
→ 14	-6
> O=C(O)c1cccc([N+](=O)[O-])c1C(=O)Nc1cc(Cl)ccc1O
→ 4	-7
> Cc1nnc(C2CCCN(C(=O)CCc3c(C)noc3C)C2)s1 (centres undefined)
→ -17	-12
> COc1ccccc1OCc1nc(C(=O)N2CCOCC2)cs1
→ -4	-3
> NS(=O)(=O)c1ccc(NC(=O)CSC2=NC(=O)C(c3ccccc3)C(=O)N2)cc1 (centres undefined)
→ 5	-6
> Cc1cc2c(c(C)c1Cl)[C@H](c1ccc3c(c1)OCO3)C[C@@H](c1ccccc1)O2
→ 10	-7
> NCCN1CCC(O)CC1
→ -5	.
> CC1(C)Cc2nc3sc4c(NCCCO)ncnc4c3cc2CO1
→ 5	-2
> COc1cc(NC(=O)COc2ccc(Br)cc2Cl)c(OC)cc1Cl
→ -1	-3
> Cc1nc(S(=O)(=O)n2ccnc2)c(C#N)c(C)c1Cl
→ -6&1	-6
> O=C(O)CCSc1cccc(C(F)(F)F)c1
→ .	4&0
> COc1ccc(C(=O)C=CNc2cc(Cl)ccc2C)cc1
→ 8	-3
> Cc1ccc(C2CC(C(F)(F)F)n3nc(C(=O)NC4CCCC4)c(Cl)c3N2)cc1 (centres undefined)
→ 16	-4
